Assay outcomes deposited in PubChem by several laboratories.
PPARg SRC-2 ag: PPARgamma-driven SRC-2 recruitment agonism | hit rate 0.34% among 200,000 | P37231 | activation, % at 8 µM | PPARgamma LBD-SRC-2 recruitment, biochemical; in the data active = activation above about 22%;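 note: 0% = vehicle and 100% = reference agonist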
Target sequence (P37231 whole entry, looked up, the tested form may be a part): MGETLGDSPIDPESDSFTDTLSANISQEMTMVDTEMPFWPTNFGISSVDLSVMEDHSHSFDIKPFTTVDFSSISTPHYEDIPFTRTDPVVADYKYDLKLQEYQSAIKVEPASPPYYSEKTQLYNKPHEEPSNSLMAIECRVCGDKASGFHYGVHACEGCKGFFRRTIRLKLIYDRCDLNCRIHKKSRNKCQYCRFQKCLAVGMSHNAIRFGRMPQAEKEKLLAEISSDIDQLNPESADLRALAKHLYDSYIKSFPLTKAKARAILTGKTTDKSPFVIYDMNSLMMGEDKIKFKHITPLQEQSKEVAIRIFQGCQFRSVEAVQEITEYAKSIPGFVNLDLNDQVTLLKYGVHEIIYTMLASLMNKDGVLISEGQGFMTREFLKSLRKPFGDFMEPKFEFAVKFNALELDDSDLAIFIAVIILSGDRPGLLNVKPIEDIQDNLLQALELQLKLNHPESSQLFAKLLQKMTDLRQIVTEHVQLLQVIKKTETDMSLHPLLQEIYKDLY
S1P3 antag: S1P3 (human) receptor antagonism; Q99500; CHO S1P3 NFAT-BLA reporter, FRET fluorescence, antagonist mode; inhibition, % at 4.98 µM; hit rate 0.27% among 170,000; AID 485;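 active = inhibition above the plate cutoff, the mean inhibition of test wells on that plate plus 3 SD, cut at about 28% in these data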;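 note: cells challenged with S1P at its EC80 of 0.8 µM; blue over green emission ratio from cleaved BLA substrate after 4 h stimulation; 0% = S1P-stimulated wells and 100% = unstimulated DMSO-only wells; some compounds past the cut are filed as inactive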
Diaph act CS: activates diaphorase or chemically reduces, flagging diaphorase assay artifacts. Diaphorase/resazurin coupled assay, resorufin fluorescence, 16 min; hits give high values; 1 = vehicle wells, 0 = NADH-free wells. hit rate 0.005% among 190,000. AID 1229. activation factor at 20 µM;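 active = diaphorase activity raised at least twofold by the compound at 20 µM; inactive = activation factor below 2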
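Material: purified diaphorase enzyme from Clostridium kluyveri; Also added: 0.114 mM NADH and 0.1 mM resazurin, final amounts; Doses: single compound dose of 20 µM, 1% DMSO final; Times: 16 min enzyme reaction, ambient temperature; Detection: resorufin fluorescence, excitation 544 nm, emission 590 nm; Measure: increased resorufin signal from activators or reducing compounds.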
PPARg SRC3 recr: agonists of human PPARgamma SRC-3 coactivator recruitment. P37231. biochemical PPARgamma/SRC-3 coactivator recruitment assay. activation, % at 8 µM. hit rate 0.26% among 200,000. AID 731; in the data active = activation above about 23%;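 note: 0% = DMSO and 100% = reference agonist; some compounds past the cut are filed as inactive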
PMI activator: increases human mannose-6-phosphate isomerase activity | activation factor at 20 µM | hit rate 0.005% among 190,000 | purified human PMI, coupled resazurin fluorescence, 20 min; hits give high values; 1 = vehicle control, 0 substrate-free wells | P34949;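 active = activation factor of 2 or more at 20 µM, relative to plate controls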
Target sequence (P34949 whole entry, looked up): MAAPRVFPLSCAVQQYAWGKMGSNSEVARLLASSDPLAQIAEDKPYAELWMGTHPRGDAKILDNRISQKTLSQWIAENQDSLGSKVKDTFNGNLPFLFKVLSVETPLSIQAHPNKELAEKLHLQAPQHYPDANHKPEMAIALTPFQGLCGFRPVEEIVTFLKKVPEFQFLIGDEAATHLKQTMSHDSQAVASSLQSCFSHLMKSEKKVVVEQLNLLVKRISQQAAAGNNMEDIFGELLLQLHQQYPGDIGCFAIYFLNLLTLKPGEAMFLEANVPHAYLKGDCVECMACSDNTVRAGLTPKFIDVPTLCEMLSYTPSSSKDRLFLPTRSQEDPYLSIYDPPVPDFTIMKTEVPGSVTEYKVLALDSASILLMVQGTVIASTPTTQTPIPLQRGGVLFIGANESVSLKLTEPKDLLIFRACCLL
PMI act satM6P: activators of human phosphomannose isomerase at near-saturating mannose 6-phosphate. P34949. coupled PMI enzyme assay, resazurin fluorescence, 20 min; hits give high values; 1 = untreated enzyme, 0 = substrate-free blank. activation factor at 20 µM. hit rate 0.34% among 190,000. AID 1216;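 active = activation factor of 2 or more at 20 µM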
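Test system: human PMI in coupled enzyme assay; Input: PMI at 15 ng/mL final; Medium: HEPES buffer, pH 7.4; Schedule: 20 min incubation at room temperature; Technique: resorufin fluorescence at Ex 544/Em 590 nm; Compound: 20 µM single dose; Probe or stimulus: Near-saturating mannose-6-phosphate, 1.0 mM.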
G6PDH counter: L. mesenteroides G6PDH inhibition counter-screen. Purified L. mesenteroides G6PDH, diaphorase/resazurin coupled fluorescence, 45 min. inhibition, % at 5 µM. hit rate 0.12% among 200,000. AID 1020; in the data active = inhibition above about 50%
PPARg SRC1 recr: agonists of human PPARgamma SRC-1 coactivator recruitment. P37231. PPARgamma-SRC-1 coactivator recruitment biochemical assay. activation, % at 8 µM. hit rate 0.41% among 200,000; in the data active = activation above about 19%;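 note: 0% = DMSO and 100% = reference agonist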
Diaph inh CS: inhibits diaphorase or chemically oxidizes, flagging diaphorase assay artifacts. hit rate 0.69% among 190,000. AID 1217. inhibition, % at 20 µM. diaphorase resazurin-to-resorufin fluorescence, NADH, 16 min; bacterial (C. kluyveri) enzyme, not human;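 active = primary screen inhibition at 20 µM above a set limit, cut at about 50% in these data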;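 note: plate controls were DMSO with full reaction for no effect and wells lacking NADH for full effect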
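System: Bacterial diaphorase enzyme (C. kluyveri) | Incubation: 16-min room-temperature incubation before reading | Benchmarks: No-NADH positive control and DMSO neutral control | Measured by: Resorufin fluorescence 544/590 nm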
ROMK mod: human ROMK K+ channel modulation, primary screen; P48048; Tet-inducible ROMK, thallium flux fluorescence; actives lie on both sides; B-score at 10 µM; hit rate 2% among 130,000; AID 1918;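 active = signal ratio slope over the read window, or its plate-corrected B-score, at least 3 SD from the plate mean, either direction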;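 note: B-score of the F/F0 ratio slope over 7 to 12 s after thallium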
TR-FRET SRC-2 ct: flags TR-FRET format artefacts in PPARgamma SRC-2 recruitment agonist screen | TR-FRET artefact counter-screen; hits give high values | TR-FRET ratio at 8 µM | hit rate 0.4% among 200,000; in the data active = TR-FRET ratio above about 2000; note: inactives centre near 1500
An asterisk follows results filed as active; · = no result given.

SMILES	PPARg SRC-2 ag	S1P3 antag	Diaph act CS	PPARg SRC3 recr	PMI activator	PMI act satM6P	G6PDH counter	PPARg SRC1 recr	Diaph inh CS	ROMK mod	TR-FRET SRC-2 ct
Cc1nccn1-c1c2c(c(C#N)c3nc4ccccc4n13)CCC2	·	12	0.9	·	1	1.1	3	·	5	·	·
O=C(CSc1nnnn1-c1ccccc1)Nc1ncc(Cc2cccc(Cl)c2Cl)s1	-1	-9	1	2	1	0.9	-3	-8	-1	·	1535
Cc1cc(C)cc(OCc2ccc(C(=O)O)o2)c1	-1	-2	0.9	-1	0.9	0.9	-4	0	13	-0.013	1597
O=C(NC1CCCCCCC1)NC1CCCCC1	8	·	1	13	1.1	1.1	7	0	2	·	1546
O=C1C(=O)N(CC2CCCO2)C(c2ccccc2[N+](=O)[O-])/C1=C(/O)c1ccccc1 (stereo not given)	7	-10	0.9	4	1.2	0.9	3	7	7	-0.045	1535
Cc1cc(C)nc(SC2CCCCC2NS(=O)(=O)c2ccc(Cl)cc2)n1 (stereo not given)	11	-12	0.8	1	0.8	0.9	-8	4	17	1.6	1640
CCN(CC)c1nc2ccccc2n2cnnc12	3	23	0.9	-1	0.9	1	-6	0	10	·	1564
CCOC(=O)C1C(=O)NC(c2ccccc2)=NC1c1ccc(F)cc1 (stereo not given)	-5	·	0.8	-4	1	1	5	-3	18	·	1447
Cc1ccc(Nc2nc(CSc3nnnn3-c3ccccc3)cc(=O)[nH]2)cc1	5	-20	1	2	0.8	1	2	12	4	-0.7	1763
COc1ccc(Nc2c3c(nc4ccccc24)CCCC3)cc1OC	-2	1	1	5	1.1	1	-5	-2	0	-0.025	1646
CCc1nc2ccccc2c(C(=O)OCC(=O)NCc2ccc3c(c2)OCO3)c1C	15	-3	0.8	8	0.9	0.9	-1	0	23	-0.96	1694
C#Cc1ccc(C(=O)Nc2cc(C(N)=O)ccc2N2CCOCC2)cc1	2	-15	0.8	3	0.9	0.8	11	9	21	0.1	1500
COc1ccc(C2/C(=C(/O)c3ccccc3)C(=O)C(=O)N2c2ccccn2)cc1OC (stereo not given)	-6	13	1.1	1	1.1	1	11	0	-8	-0.11	1425
COc1ccc(N(CN2C(=O)c3ccccc3C2=O)C(=O)C(C)C)cc1	-6	8	1	-4	1	1	5	5	3	·	1341
CCOCC(=O)Nc1ccc(OCc2ccccc2)cc1	3	-13	1.1	0	1	1	10	0	-7	-0.42	1707
CC(C)OC(=O)CNc1n[nH]c(=S)[nH]c1=O	129*	-15	0.8	74*	1	1	2	113*	17	0.73	4518*
C=CCn1c(Cc2cccs2)nnc1SCC(=O)Nc1ccc(OC)cc1	-12	-15	0.9	-6	1	1	-1	1	14	-0.29	1615
Cc1cc(NS(=O)(=O)c2ccc(NC(=S)NC(=O)c3ccc(C(C)(C)C)cc3)cc2)no1	-4	-26	0.7	-1	0.9	0.9	0	-17	33	1	1283
COc1cc2cc(CN(Cc3cccnc3)C(=O)Nc3ccccc3F)c(=O)[nH]c2cc1OC	3	-1	0.9	2	0.8	0.9	15	0	15	-0.23	1576
Cc1ccc(-c2csc(/C(C#N)=C/Nc3ccccc3SC(F)(F)F)n2)cc1	-2	-24	1	2	0.9	1	-3	-6	0	·	1308

Records above shown as hits in PPARg SRC-2 ag.
Structure	PPARg SRC-2 ag	S1P3 antag	Diaph act CS	PPARg SRC3 recr	PMI activator	PMI act satM6P	PPARg SRC1 recr	Diaph inh CS	ROMK mod
CC(C)OC(=O)CNc1n[nH]c(=S)[nH]c1=O	129*	-15	0.8	74*	1	1	113*	17	0.73

Remaining list, next part.
SMILES	PPARg SRC-2 ag	S1P3 antag	Diaph act CS	PPARg SRC3 recr	PMI activator	PMI act satM6P	G6PDH counter	PPARg SRC1 recr	Diaph inh CS	ROMK mod	TR-FRET SRC-2 ct
Cc1ccc(N2CC(C(=O)NCCCn3ccnc3)CC2=O)cc1 (stereo not given)	5	11	1.1	-10	1.1	1.1	0	-3	-5	·	1346
COc1ccc(S(=O)(=O)N2CCC(CN3C(=O)c4cccc5cccc(c45)C3=O)CC2)cc1	-7	-8	0.9	-1	0.9	0.9	-14	-1	8	0.046	1596
CC(NC(=O)CSc1nc2c(c(C(F)(F)F)n1)CCc1ccccc1-2)c1ccccc1 (stereo not given)	5	·	1	-10	1.1	0.8	6	-4	-2	-0.18	1509
O=C(Cc1cccs1)Nc1ccc(S(=O)(=O)Nc2ncccn2)cc1	6	-20	0.8	2	0.9	1	1	2	18	0.16	1688
CCN(CC)c1ncnc2sc3c(c12)CCC3	-3	·	0.9	1	1	1	5	-6	10	·	1619
O=C(Oc1coc(CSc2nnc(NC(=O)C3CC3)s2)cc1=O)c1c(F)cccc1F	6	-12	0.9	0	1	1	10	1	8	-0.018	1655
Nc1cccn2c(-c3ccc(Cl)c(Cl)c3)cnc12	-4	-9	0.8	2	0.9	0.5	-2	9	16	-0.12	1488
CC(C)(C)C(=O)/C(=C/c1ccncc1)n1cncn1	-4	5	1	-4	1.1	1.1	7	-5	-4	-1.8	1454
COc1ccc(/C=C/C(=O)N2c3ccccc3Sc3ccc(C(F)(F)F)cc32)cc1	5	13	0.9	6	0.9	1	3	7	7	·	1477
COc1ccc(S(=O)(=O)Nc2ccc(S(=O)(=O)Nc3ccc(F)cc3)cc2)cc1C	2	·	0.7	4	0.8	0.8	3	-2	35	·	1597
COc1ccccc1NC(=O)CSC1=NCCN1	-4	-20	0.9	-1	1	1	-2	4	11	0.064	1435
O=C(Nc1nccs1)C(NS(=O)(=O)c1ccc(Br)s1)c1ccccc1 (stereo not given)	-1	·	0.8	-1	1.1	1	12	2	18	0.48	1443
COc1ccc(Cl)cc1C(=O)N/N=C/c1ccc(N2CCOCC2)cc1	6	5	1	4	1	1	6	10	0	-0.41	1517
O=C(Cc1ccc(-n2c(=O)[nH]c3ccsc3c2=O)cc1)N1CCN(c2ccc(Cl)cc2)CC1	5	-16	0.9	-1	0.8	1	4	1	14	·	1589
CC1CCC(C(C)C)C(OCC(O)CNC(C)c2ccccc2)C1 (stereo not given)	-5	9	1	-1	0.9	1	7	1	4	-1.9	1705
CCN1C(=O)c2ccc(C(=O)Nc3nccs3)cc2C1=O	10	-2	0.9	11	0.9	0.9	-1	-2	11	0.23	1640
COc1ccc(C(=O)NCc2cccnc2)cc1Br	-4	·	1.1	5	1.1	1.1	4	-3	-8	-0.12	1518
CCC(O)c1cc2c(cc1NC(=O)c1ccc(C)cc1)OCCO2 (stereo not given)	9	-14	0.8	7	0.8	0.9	-6	5	19	·	1491
O=C(CN(C(=O)CNC(=O)c1ccco1)c1ccc2c(c1)OCO2)NC1CCCCC1	1	-7	0.9	5	1	0.9	3	4	8	·	1454
CC(C)(C)n1ncc(Oc2ccccc2[N+](=O)[O-])c(Cl)c1=O	0	18	0.9	1	0.9	1	2	0	6	·	1524
O=C(NCc1cccc(Cl)c1)NCc1cccc(Cl)c1	-8	2	1	-4	0.9	1.1	6	0	5	-0.48	1574
CCOc1ccccc1N1CCN(CC(=O)Nc2cc(C)on2)CC1	-6	-11	0.9	-3	1.1	1.1	3	0	5	0.19	1437
C=CCn1c(=N)n(CC(=O)OC)c2ccccc21	8	6	0.8	4	1	1	5	0	16	0.56	1543
COc1ccccc1CNC(=O)Cn1nnc(-c2ccncc2)n1	3	11	0.9	14	0.9	0.9	3	10	14	·	1503
CN1CCN(C(=O)Nc2ccccc2)CC1	-2	-7	0.9	3	1	1	6	0	13	0.54	1563
CCc1cccc(CC)c1NC(=S)N1CCn2cccc2C1c1ccncc1 (stereo not given)	-8	-11	0.9	-1	1	0.9	5	-2	10	-0.072	1437
COc1ccc(N2C(=O)CCC(C(=O)N3CCCCC3)C2c2ccc(F)cc2)cc1 (stereo not given)	0	-5	1	-2	0.9	1	4	-2	5	0.15	1541
CO/N=C/c1c(-c2ccccc2)nn(C)c1Cl	-10	-8	1	-3	1	1	1	2	2	0.41	1461
Cc1ccccc1OCCC(=O)NCCc1ccc(S(N)(=O)=O)cc1	1	-12	0.9	6	1	1.1	-3	6	6	·	1823
O=C(NNC(=S)Nc1ccc(Cl)cc1)c1ccccc1OC(F)F	6	-5	0.9	2	1	1.1	3	4	14	-2.1	1731
O=S1(=O)c2ccccc2N=NN1Cc1ccc(Cl)cc1	-4	·	0.9	-3	1.1	1.4	12	-4	9	-1.2	1534
COc1ccc(-c2c(C)nn(-c3ccccc3)c2N)cc1OC	12	·	0.8	-1	1	1	1	12	18	0.75	1535
CCCN(C(=O)c1cn(CC)c2nc(C)ccc2c1=O)c1c(N)n(Cc2ccccc2)c(=O)[nH]c1=O	-1	-11	0.9	0	0.9	0.9	4	-7	11	-1.3	1290

Complete entries, looked up by structure:
CCOc1ccccc1N1CCN(CC(=O)Nc2cc(C)on2)CC1 is entered as PPARg SRC-2 ag: -6; S1P3 antag: -11; Diaph act CS: 0.9; PPARg SRC3 recr: -3; PMI activator: 1.1; PMI act satM6P: 1.1; G6PDH counter: 3; PPARg SRC1 recr: 0; Diaph inh CS: 5; ROMK mod: 0.19; TR-FRET SRC-2 ct: 1437
O=C(NNC(=S)Nc1ccc(Cl)cc1)c1ccccc1OC(F)F is entered as PPARg SRC-2 ag: 6; S1P3 antag: -5; Diaph act CS: 0.9; PPARg SRC3 recr: 2; PMI activator: 1; PMI act satM6P: 1.1; G6PDH counter: 3; PPARg SRC1 recr: 4; Diaph inh CS: 14; ROMK mod: -2.1; TR-FRET SRC-2 ct: 1731

Reprinted from the results shown, four compounds:
SMILES	PPARg SRC-2 ag	S1P3 antag	Diaph act CS	PPARg SRC3 recr	PMI activator	PMI act satM6P	G6PDH counter	PPARg SRC1 recr	Diaph inh CS	ROMK mod	TR-FRET SRC-2 ct
O=C(NCc1cccc(Cl)c1)NCc1cccc(Cl)c1	-8	2	1	-4	0.9	1.1	6	0	5	-0.48	1574
CCOc1ccccc1N1CCN(CC(=O)Nc2cc(C)on2)CC1	-6	-11	0.9	-3	1.1	1.1	3	0	5	0.19	1437
C=CCn1c(=N)n(CC(=O)OC)c2ccccc21	8	6	0.8	4	1	1	5	0	16	0.56	1543
COc1ccccc1CNC(=O)Cn1nnc(-c2ccncc2)n1	3	11	0.9	14	0.9	0.9	3	10	14	·	1503
